Screening results from PubChem.
TCR activator – T cell receptor activation. primary human leukocytes, anti-CD3, IL-2 HTRF, 48 h. Potency, µM (highest dose often 9.22 µM), inactives show at the highest dose activation of IL-2 secretion, actives largely listed as activators. 330,000 tested, under 10 active. AID 504894; further: % of control where 0% means no effect
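Activity was scored as IL-2 release from primary human leukocytes given only a TCR signal (a-CD3 beads) plus compound for 48 hr. Detection used a two-antibody HTRF format read at 665nm.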
Tb PFK block – inhibitors of T. brucei phosphofructokinase; O15648; T. brucei PFK, ADP-Glo luminescence; AID 485367; 0.17% of 330,000 active; Potency, µM (series often up to 57.5 µM), for inactives: at the highest dose activity, negative = inhibition, actives largely listed as inhibitors;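 further: potency means the concentration at half of the fitted maximal effect; 0% = uninhibited 1x PFK enzyme wells and -100% = no-enzyme wells; nearly all actives have a fitted effect of over 60% in size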
Target sequence (O15648 whole entry, looked up): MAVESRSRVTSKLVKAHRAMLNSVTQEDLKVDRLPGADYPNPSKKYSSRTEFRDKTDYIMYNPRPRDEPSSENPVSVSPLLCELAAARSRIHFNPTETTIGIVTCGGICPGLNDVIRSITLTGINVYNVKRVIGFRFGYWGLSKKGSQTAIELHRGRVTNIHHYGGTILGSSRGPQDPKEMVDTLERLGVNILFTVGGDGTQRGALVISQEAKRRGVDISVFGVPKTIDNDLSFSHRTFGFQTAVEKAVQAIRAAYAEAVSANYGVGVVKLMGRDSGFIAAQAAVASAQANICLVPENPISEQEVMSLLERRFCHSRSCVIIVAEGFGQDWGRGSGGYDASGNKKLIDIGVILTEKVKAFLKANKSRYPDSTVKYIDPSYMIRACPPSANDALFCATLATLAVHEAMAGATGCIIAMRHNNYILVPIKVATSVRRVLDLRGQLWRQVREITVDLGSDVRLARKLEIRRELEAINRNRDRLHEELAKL
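Activity is normalized to no-enzyme wells (full inhibition) and 1.25 nM enzyme wells (no inhibition). Reaction: 0.5 mM F6P, 0.1 mM ATP, 45 min RT, ADP-Glo luminescence; concentration-response curves fitted and classed by quality.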
Mito fusion act – inhibitors of mitochondrial division or activators of mitochondrial fusion. Potency, µM (titrated, usually from 46.1 µM), without a hit: at the highest dose growth rescue (activation), hits mostly activators. S. cerevisiae fusion-defective mutant growth rescue, CellTiterGlo 48 h. AID 485298. 0.23% of 320,000 active;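 further: potency means the concentration at half of the fitted maximal effect; % of control where 0% means no effect; nearly all actives have a fitted effect of over 45% in size; temperature-sensitive fusion mutants such as fzo1-1 at 37 °C on non-fermentable ethanol glycerol medium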
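Luminescent cell viability in 1536-well qHTS format served as the measure of rescued growth in ts fusion-mutant S. cerevisiae cultured on non-fermentable YPEG for 48 hours at 37C.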
ELG1 repair inh – inhibitors of ELG1-dependent DNA repair in HEK293T cells; HEK293T ELG1-luciferase reporter, luminescence, 16 h; DNA damage induced by 5-fluorouridine; 2.3% of 330,000 active; Potency, µM (top dose mostly 46.1 µM), for the others: at the highest dose activity change, negative = inhibition, actives largely listed as inhibitors; further: potency means the concentration at half of the fitted maximal effect; on the % scale 0 is the no-effect control and ±100 the full control effect; nearly all actives have a fitted effect of over 55% in size
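Cells (2,000 per well) received 5-fluorouridine plus test compound or DMSO and were incubated 16 hr at 37 °C, 5% CO2. Luciferase activity was read by luminescence 30 min after ONE-Glo addition; signal suppression marked inhibition of damage-induced ELG1 function.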
Eya2 inh – inhibitors of human Eya2 phosphatase activity; Potency, µM (titrated, usually from 76.9 µM), for the others: at the top dose activity, negative = inhibition, hits mostly inhibitors; O00167; 0.006% of 330,000 active; recombinant Eya2, OMFP fluorescence dephosphorylation (OMFP is methylfluorescein phosphate); further: potency means the concentration at half of the fitted maximal effect; on the % scale 0 is the no-effect control and ±100 the full control effect
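Eya2 (0.2 uM) preincubated 10 min at ambient with compound, then OMFP substrate added at 50 uM; 10 min reaction in 50 mM HEPES pH 7.5, 50 mM NaCl, 5 uM MgCl2, 0.05% BSA, 1 mM DTT. Fluorescence read at Ex 485/Em 525 nm.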
B2AR arrestin – beta2AR (human) beta-arrestin recruitment activity | P07550 | beta-arrestin recruitment to beta2AR, cell-based reporter | Potency, µM (titrated, usually from 46.1 µM), for inactives: at the top dose activation, most hits filed as activators | 0.02% of 330,000 active | AID 492947;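 further: potency means the concentration at half of the fitted maximal effect; 0% = DMSO controls and full agonism = EC100 isoproterenol or metaproterenol; nearly all actives have a fitted effect of over 65% in size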
USP2a inh – USP2a (human) protease inhibition. USP2 core, Ub-CHOP2 coupled fluorogenic reporter, 485/531. Potency, µM (highest dose often 38.3 µM), for inactives: at the highest dose activity change, negative = inhibition, usual class: inhibitors. 0.01% of 330,000 active. AID 463254;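 further: potency means the concentration at half of the fitted maximal effect; plate controls were DMSO wells for no effect and full inhibition by NEM control for full effect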
Target sequence (O75604 whole entry, looked up): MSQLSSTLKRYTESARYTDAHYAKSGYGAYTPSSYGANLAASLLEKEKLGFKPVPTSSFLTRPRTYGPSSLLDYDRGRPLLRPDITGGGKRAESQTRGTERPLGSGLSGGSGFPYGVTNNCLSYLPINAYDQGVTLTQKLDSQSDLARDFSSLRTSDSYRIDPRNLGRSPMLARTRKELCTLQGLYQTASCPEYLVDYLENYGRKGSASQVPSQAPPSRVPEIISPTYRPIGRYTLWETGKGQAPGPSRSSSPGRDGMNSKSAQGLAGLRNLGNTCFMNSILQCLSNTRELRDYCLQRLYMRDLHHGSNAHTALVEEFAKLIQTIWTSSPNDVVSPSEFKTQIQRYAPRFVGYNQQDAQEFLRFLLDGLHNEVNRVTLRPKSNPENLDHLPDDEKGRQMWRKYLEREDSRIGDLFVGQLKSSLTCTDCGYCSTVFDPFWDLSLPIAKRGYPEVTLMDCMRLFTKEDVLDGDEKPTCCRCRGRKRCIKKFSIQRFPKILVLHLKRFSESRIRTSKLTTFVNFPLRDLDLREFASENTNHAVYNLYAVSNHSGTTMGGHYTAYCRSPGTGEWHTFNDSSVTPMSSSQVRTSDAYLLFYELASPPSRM
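Cell-free coupled assay: 10nM USP2 core preincubated 30min RT with compound in Tris-HCl pH 8.0/CaCl2/CHAPS buffer, then 25nM Ub-CHOP2 and 25nM reporter substrate; fluorescence (Ex 485/Em 531) read after 60min RT, normalized to NEM inhibition, concentration-response curves fitted.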
TSHR antagonist – human thyrotropin receptor antagonism; P16473; TSHR-expressing cells, TSH-stimulated cAMP HTRF, 2 h; active compounds read low; activity change, negative = inhibition, % at 11.5 µM; 0.2% of 330,000 active;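 active means activity change below a set negative limit, meaning inhibition stronger than a set level, cut at about -70% in these data; inconclusive means activity change between two set negative limits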; further: on the % scale 0 is the no-effect control and ±100 the full control effect
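Inhibition of cAMP made by TSHR-expressing cells under TSH stimulation (4nM final, EC80; 2 h, 37 deg C) is quantified with a one-step lysis HTRF kit, anti-cAMP cryptate versus cAMP-d2.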
Chronic BCR inh – blocks chronic active B-cell receptor signaling. ABC-DLBCL IkBa-CBG/CBR reporter, luminescence ratio, 4 h. Potency, µM (titrated, usually from 46.1 µM), without a hit: at the highest dose ratio change, negative = lower green/red ratio, most hits filed as inhibitors. 0.05% of 340,000 active. AID 493014; active means well fitted inhibition curve with a large enough effect in the signal ratio, with a control signal flat, not every such curve was filed as active; inconclusive means small, poorly fitted or top-dose-only effect, or effect the other way, or a change in a side signal; the % refers to the signal ratio;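 further: potency means the concentration at half of the fitted maximal effect; plate controls were basal doxycycline-induced cells for no effect and cells given 10 µM MG132 for full effect; MG132 reads +100%, hits lower the ratio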
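Compounds up to 46 uM were incubated four hours with TMD8 cells whose green CBG68 luciferase is fused to IkappaBalpha; red CBR luminescence normalised the signal, and concentration-effect curves were fitted to fusion, red and ratio data.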
uPA generation – inhibitors of cell surface uPA generation | 0.31% of 330,000 active | cell surface uPA generation assay, qHTS | Potency, µM (highest dose often 38.3 µM), for inactives: at the highest dose activity change, negative = inhibition, most hits filed as inhibitors; active means well fitted inhibition curve with a large enough effect; inconclusive means small, poorly fitted or top-dose-only effect; inactive means no such curve, though single readings can be large or run the other way; tested in mouse RAW 264.7 cells; further: potency means the concentration at half of the fitted maximal effect; on the % scale 0 is the no-effect control and ±100 the full control effect; nearly all actives have a fitted effect of over 55% in size
PTAP TSG101 blk – blocks PTAP/TSG101 interaction to inhibit HIV-1 budding | Potency, µM (series often up to 115 µM), without a hit: top-dose activity change, negative = inhibition, usual class: inhibitors | Fluorescence polarization, FITC-PTAP peptide / Tsg101 binding | 340,000 tested, under 10 active | Q99816; active means well fitted inhibition curve with a large enough effect in the main read-out, with a control signal flat, not every such curve was filed as active; inconclusive means small, poorly fitted or top-dose-only effect, or effect the other way, or a change in a side signal; inactive means no such curve, though single readings can be large or run the other way; further: potency means the concentration at half of the fitted maximal effect; % of control where 0% means no effect
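Compounds were pin-transferred onto Tsg101 binding domain (10 uM final) in HEPES pH 7.5 buffer, then FITC-PTAP peptide was added at 50 nM final. After 20 min at RT, polarization reported peptide displacement across a qHTS concentration series.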
An asterisk follows results filed as active; ? = inconclusive; . = no result given; [ ] = remark or other dose. Unless noted, the call rests on the fitted dose curve; in most records, active means well fitted curve in the direction sought with a large enough effect; inconclusive means small, poorly fitted or top-dose-only effect, or another doubt; inactive means no such curve, though single readings can be large; an effect the other way counts as inactive or inconclusive.

SMILES	TCR activator	Tb PFK block	Mito fusion act	ELG1 repair inh	Eya2 inh	B2AR arrestin	USP2a inh	TSHR antagonist	Chronic BCR inh	uPA generation	PTAP TSG101 blk
CC1CN(S(=O)(=O)c2cccc(C(=O)Nc3ccc(S(=O)(=O)NC4=NCCCCC4)cc3)c2)CC(C)O1 (configuration not stated)	-3%	-4%	-7%	-3%	-1%	-0.2%	1%	.	5%	-5%	0%
CCOc1ccc(C2C(C#N)=C(N)Oc3cc(O)ccc32)cc1OCC (configuration not stated)	1%	-4%	1%	-23%	12%	0.5%	-2%	-3	-1%	-29%	-5%
CCOc1cc(/C=C2\SC(=S)N(NS(=O)(=O)c3ccccc3)C2=O)ccc1O	-6%	24%	14%	-5%	25%	-1.0%	-1%	5	1%	-7%	-3%
CCN(C(=O)CSc1nnc(-c2ccccc2)o1)c1c(N)n(Cc2ccccc2)c(=O)[nH]c1=O	-11%	-4%	-6%	3%	-3%	0.1%	-2%	-109*	7%	1%	-4%
CCn1c(SCC(=O)Nc2ccc(C(C)=O)cc2)nnc1C1CC1	-1%	0%	-4%	7%	-16%	-1.0%	5%	-5	?	1%	0%
CCc1c(C)sc(NC(=O)C2CC(c3c(F)cccc3Cl)=NO2)c1C#N (configuration not stated)	-7%	3%	-16%	-17%	-7%	0.1%	-1%	-5	4%	18%	2%
Cc1cc(-c2cccnc2)c(C#N)c(SCc2cccc(F)c2)n1	-5%	-11%	7%	?	5%	0.1%	0%	-7	19%	.	-8%
COc1ccc(OCC(O)Cn2c(=N)n(Cc3ccccc3)c3ccccc32)cc1 (configuration not stated)	-3%	0%	-2%	?	-16%	-0.2%	0%	-4	?	.	-1%
CCOC(=O)c1csc(NC(=O)CCSc2ccccc2)n1	-5%	-2%	1%	?	11%	0.0%	1%	0	4%	0%	-5%
CCC(CC)C(=O)c1c[nH]c(C(=O)N2CCN(c3ccc(OC)cc3)CC2)c1	4%	-2%	1%	-1%	-22%	-0.3%	0%	-3	-2%	-2%	-3%
CCOC(=O)C1=NS(=O)(=O)NC(C)=C1	-3%[46.1 µM]	0%	.	?	1%	0.3%	2%	16	1%	18%	-1%
CC(=O)N1CCN=C1SCc1ccc(F)cc1	9%	-2%	3%	-4%	9%	0.2%	-2%	-3	9%	-14%	-4%
CCOc1cc(C=O)c(Br)cc1OC1CCCC1	-5%	0%	3%	-16%	-6%	0.2%	0%	4	-2%	-12%	0%
CC(C)(C)c1ccc(OCC(=O)N/N=C/c2ccsc2)cc1	-1%[46.1 µM]	9%	-4%	17%	-12%	-0.5%	1%	0	?	6%	-1%
CCC1=C(OC(=O)N(CC)CC)N2C(=O)OC(=NCCc3c[nH]c4ccccc34)[C@]2(Cc2ccccc2)[C@H]2C1=CC[C@H]1C(=O)N(CC)C(=O)[C@H]12	0%	-7%	-1%	-15%	1%	-0.8%	-18%	-4	?	-15%	-7%
CCC1=NN(C(=O)C(=O)Nc2ccc(Br)cc2)C(O)(C(F)(F)F)C1 (configuration not stated)	-3%	5%	5%	-10%	5%	-0.9%	13%	5	?	-4%	-5%
CCCCCc1ccc(-c2cn(CC3CCCCC3)nn2)cc1	-1%	4%	0%	-6%	3%	-0.8%	0%	16	1%	-11%	2%
COCCCN1C(=O)C(=O)/C(=C(/O)c2ccc(S(=O)(=O)N3CCCCC3)cc2)C1c1cccc(OC)c1 (configuration not stated)	1%	0%	-5%	-10%	7%	-0.1%	0%	-9	7%	0%	-2%
COc1ccc(-n2ncc3c(N4CCN(c5cc(C)ccc5C)CC4)ncnc32)cc1	-1%	1%	-2%	-7%	-7%	-0.7%	0%	5	-13%	9%	-4%
Cc1nc(C)c(C(=O)Nc2cccc(C)c2C)s1	2%	0%	-7%	?	?	-0.2%	3%	-5	-1%	-6%	-4%
COc1cc2c(cc1OC)C(C)N(C(=O)c1c(-c3ccccc3)noc1C)CC2 (configuration not stated)	-3%	1%	0%	?	-2%	-0.8%	-3%	1	?	6.3µM*	1%
O=C(NCc1cccc(C(F)(F)F)c1)N1CCN(S(=O)(=O)c2ccccc2F)CC1	-39%	-17%	4%	-15%	0%	0.3%	0%	-4	-2%	9%	1%
Cn1c(=O)c2[nH]c(C3CCCC3)nc2n(C)c1=O	3%	.	2%	.	-4%	.	.	5	.	-5%	0%
O=C(O)c1ccc(-n2c(/C=C/c3ccccc3)nc3ccccc3c2=O)cc1	1%	2%	19%	9%	3%	0.2%	8%	32	-13%	6%	-7%
CCN(CC(=O)NCc1ccc(Cl)cc1)C(=O)CSc1cc(C)ccc1C	3%	1%	6%	-4%	-30%	0.0%	-2%	2	2%	5%	-4%

Next part:
SMILES	TCR activator	Tb PFK block	Mito fusion act	ELG1 repair inh	Eya2 inh	B2AR arrestin	USP2a inh	TSHR antagonist	Chronic BCR inh	uPA generation	PTAP TSG101 blk
COc1ccc(Cn2nnc3c(=O)[nH]c(C4CCN(S(=O)(=O)c5ccc(C)cc5)CC4)nc32)cc1	-7%	4%	-12%	?	-6%	-0.7%	-9%	0	3%	-10%	-1%
Cc1ccc(S(=O)(=O)NC(=O)c2cccc(C)c2)cc1	-6%	0%	0%	?	3%	-0.1%	0%	4	?	8%	0%
COc1ccccc1Nc1nc2nonc2nc1N1CCC(C)CC1	2%[46.1 µM]	0%	0%	11%	-1%	0.4%	1%	-20	9%	17%	-4%
CC(C)c1ccc(NC(=S)NNC(=O)c2cccs2)cc1	1%	-6%	1%	?	-5%	0.1%	-3%	8	-1%	-3%	-3%
COc1ccc(NC2CCCN(C(=O)CCn3cccn3)C2)cc1 (configuration not stated)	4%	1%	2%	14%	5%	-0.1%	0%	-7	2%	-8%	-7%
Cc1ccccc1NC(=O)COc1ccccc1C	-5%	0%	3%	?	-6%	-0.4%	1%	0	-22%	?	-3%
O=C(Nc1ccc(Br)c(Cl)c1)c1ccco1	-15%	-9%	15%	?	11%	-0.6%	-2%	-7	?	-3%	-6%
CC(C)(C)C1CCC(=NNC(=O)C2COc3ccccc3O2)CC1 (configuration not stated)	-10%	-16%	1%	?	-15%	0.4%	1%	-19	0%	-8%	-4%
Cc1ccccc1OCC(=O)NCC(=O)N/N=C/c1cccc([N+](=O)[O-])c1	.	3%	2%	1%	-1%	0.3%	0%	-1	-2%	.	.
O=C(/C=C/Sc1ccccc1)c1ccc(Cl)cc1	12%	-3%	-8%	-11%	1%	?	2%	-30	?	?	-17%
CCCCCCn1c(=O)c(F)cn(Cc2ccc(OC)c([N+](=O)[O-])c2)c1=O	4%	-8%	11%	-15%	-13%	0.0%	0%	-11	?	3%	-1%
CCCCNS(=O)(=O)c1ccc(S(=O)(=O)N2CCC3(CC2)OCCO3)cc1	9%[46.1 µM]	-2%	-5%	-3%	-2%	0.0%	-1%	33	0%	5%	-2%
COc1cc(NS(=O)(=O)c2cccc3nsnc23)c(C(=O)O)cc1OC	0%	-2%	-1%	-2%	15%	-0.2%	1%	3	2%	0%	0%
O=C(COc1ccccc1Cl)Nc1nc(-c2cccs2)cs1	6%	0%	16%	21%	5%	0.2%	3%	-11	18%	3%	1%
O=C(CN1C(=O)C2(OCCO2)c2ccccc21)c1ccc(F)cc1	-3%	-1%	1%	0%	-12%	0.2%	-2%	-8	3%	.	1%
O=C(NNC(=O)c1cccc(-n2cnnn2)c1)c1ccccc1	10%	-6%	-2%	6%	5%	-0.3%	0%	-6	?	0%	0%
O=C(Cc1nc2ccccc2[nH]c1=O)c1ccc(Cl)cc1	9%	0%	2%	?	10%	-0.5%	3%	-10	?	?	-6%
CCCCC(=O)NC(c1ccc(N(C)C)cc1)c1ccc2cccnc2c1O (configuration not stated)	-5%	-3%	-1%	-1%	-22%	0.2%	1%	-13	-6%	-13%	0%
Cc1cc(=O)oc2cc(NC(=O)c3cccc(F)c3)ccc12	1%	0%	-5%	?	-12%	0.4%	3%	2	?	-1%	-1%
CCOC(=O)C1CCN(S(=O)(=O)c2ccc3oc(=O)ccc3c2)CC1	-4%	2%	-3%	-11%	-1%	-0.2%	1%	4	-1%	-7%	-4%
